EBI2 antag – EBI2 (human) antagonism | inhibition, % at 5 µM | 360,000 tested, 0.81% active | P32249 | EBI2 beta-arrestin recruitment, luminescence, 7a,25-OHC stimulated; in the data active = inhibition above about 38%;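 also: enzyme fragment complementation signal reports receptor beta-arrestin coupling in cells; 0% = agonist plus DMSO wells and 100% = wells without agonist; some results beyond the cut were filed as inactive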
Target sequence (P32249 whole entry, looked up, the tested form may be a part): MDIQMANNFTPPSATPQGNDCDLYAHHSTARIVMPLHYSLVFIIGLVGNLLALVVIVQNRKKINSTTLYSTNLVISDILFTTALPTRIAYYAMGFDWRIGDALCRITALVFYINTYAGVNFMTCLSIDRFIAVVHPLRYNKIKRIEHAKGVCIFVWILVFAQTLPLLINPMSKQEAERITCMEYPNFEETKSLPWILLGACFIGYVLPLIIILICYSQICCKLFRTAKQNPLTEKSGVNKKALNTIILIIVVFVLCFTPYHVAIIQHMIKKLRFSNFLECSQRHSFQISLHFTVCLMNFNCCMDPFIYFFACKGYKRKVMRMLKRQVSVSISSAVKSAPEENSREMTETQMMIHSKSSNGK
* marks the source's active call; other numbers are inactive results.

EBI2 antag	Structure
-3	Cc1ccccc1-c1nc(S(=O)(=O)c2ccccc2)c(NCCN2CCOCC2)o1
-2	CCOC(=O)C(CC)c1cc2n(c(=O)c1C#N)CCC21OCCO1 (stereo unspecified)
-6	CC(=O)Nc1cccc(-c2cc(NC(C)=O)c3ncc(-c4ccc(F)cc4)n3c2)c1
18	CCCNC(=O)C1(C)CCN(C(=O)/C=C/c2ccccc2)C1 (stereo unspecified)
6	CCCCNC(=O)C1c2ccccc2OCC(=O)N1Cc1cccnc1 (stereo unspecified)
15	COC(=O)c1ccc2nc(-c3ccccc3)c(Cc3ccsc3)n2c1
4	Clc1cccc(-c2nc3ccc(Cl)cn3c2Cc2ccccc2)c1
-9	COc1ccc(CCNC(=O)C(F)(F)F)cc1S(N)(=O)=O
-9	CC1(C(=O)NS(=O)(=O)c2ccc(Cl)cc2)CCN1C(=O)c1ccc(C2CCCCC2)cc1 (stereo unspecified)
3	COCc1cn(CC(C)n2c(=O)c3ccccc3n2Cc2cc(C(C)C)no2)nn1 (stereo unspecified)
29	CC(C)C1C(=O)N(Cc2cn(CC3CCCCC3)nn2)CCS(=O)(=O)N1Cc1ccc(-c2ccc(F)cc2)cc1 (stereo unspecified)
10	CC1(C(=O)NC2CCCC2)CCN1C(=O)Cc1ccc(-c2ccccc2)cc1 (stereo unspecified)
-21	CCCCn1c(=S)[nH]c2c(=O)n(C)c(=O)n(C)c21
5	C[C@H](CO)N1C[C@H](C)[C@@H](CN(C)Cc2ccc3c(c2)OCO3)Oc2cc(Br)ccc2S1(=O)=O
-12	C/C=C1\NC(=O)[C@H](C)NC(=O)[C@@H](NC(=O)[C@H](Cc2ccc(O)cc2)NC(=O)[C@@H](NC(=O)/C(C)=C/C)C(C)C)[C@@H](C)OC(=O)[C@H](CCCc2ccc(O)cc2)NC(=O)[C@@H](CCC(=O)OC)NC1=O
3	CCc1nc2ccc(C(=O)N(C)Cc3ccccc3)cn2c1N(C)CCCc1ccccc1
1	Cc1ccccc1-c1cc2nc(NCCN3CCNC3=O)n(C)c(=O)c2s1
6	COc1ccc([C@@H]2CC(=O)[C@@H]3CN(S(=O)(=O)c4ccc(C)cc4)[C@H](c4cccc(Cl)c4)C[C@@H]3N2S(=O)(=O)c2ccccc2)cc1
-1	CCN(CC)C(=O)C1=C(C)N(Cc2ccccc2)C(=O)C(CC(=O)NC2CCCC2)C1 (stereo unspecified)
9	CC(C)=CCC[C@H](C)C[C@@H]1CC2=C(C(=O)OC(C)(C)O2)[C@H](c2ccc(F)cc2)O1

7 compounds drawn at random from those above, as already listed:
EBI2 antag	Structure
-12	C/C=C1\NC(=O)[C@H](C)NC(=O)[C@@H](NC(=O)[C@H](Cc2ccc(O)cc2)NC(=O)[C@@H](NC(=O)/C(C)=C/C)C(C)C)[C@@H](C)OC(=O)[C@H](CCCc2ccc(O)cc2)NC(=O)[C@@H](CCC(=O)OC)NC1=O
9	CC(C)=CCC[C@H](C)C[C@@H]1CC2=C(C(=O)OC(C)(C)O2)[C@H](c2ccc(F)cc2)O1
6	COc1ccc([C@@H]2CC(=O)[C@@H]3CN(S(=O)(=O)c4ccc(C)cc4)[C@H](c4cccc(Cl)c4)C[C@@H]3N2S(=O)(=O)c2ccccc2)cc1
-9	COc1ccc(CCNC(=O)C(F)(F)F)cc1S(N)(=O)=O
5	C[C@H](CO)N1C[C@H](C)[C@@H](CN(C)Cc2ccc3c(c2)OCO3)Oc2cc(Br)ccc2S1(=O)=O
-1	CCN(CC)C(=O)C1=C(C)N(Cc2ccccc2)C(=O)C(CC(=O)NC2CCCC2)C1 (stereo unspecified)
-6	CC(=O)Nc1cccc(-c2cc(NC(C)=O)c3ncc(-c4ccc(F)cc4)n3c2)c1

Carrying on:
EBI2 antag	Structure
-3	Cc1ccc(C(O)c2ncc(-c3ccccc3Cl)[nH]2)c(C)c1 (stereo unspecified)
-2	Cc1cccc(C)c1NC(=O)C(c1ccccc1OC(F)(F)F)N1CCN(C)CC1 (stereo unspecified)
-3	CC(=O)Nc1ccc(-c2ccnc3c2CC(C(=O)Nc2cccc(OC(F)(F)F)c2)O3)cc1 (stereo unspecified)
-1	Cc1sc(NC(=O)C2CC(=O)N(Cc3ccco3)C2)nc1-c1ccccc1 (stereo unspecified)
2	C/C(NCCc1ccc(O)cc1)=C1/CCOC1=O
21	CCOC(=O)c1cc(OC)c2cccc(CN3CCCC(C)(C(=O)NCCOC)C3)c2c1 (stereo unspecified)
18	COc1ccc(C(=O)CSc2nc3nn(-c4ccccc4)c(=O)c-3c3n2CCCCC3)c(OC)c1
4	CCNC(=S)N1CCC(C(=O)c2ccc(F)cc2)CC1
4	CCNC(=S)Nc1ccc2c(c1)c(=O)n(C)n2-c1ccc(C(C)(C)C)cc1
11	O=C(COC(=O)c1cccc(S(=O)(=O)N2CCCC2)c1)c1ccc(F)cc1
0	CNc1cc(-c2cnn(CC(C)C)c2)ncn1
-1	Cc1noc(C)c1-c1ccc(C(=O)NCc2cccs2)c2occc12
-8	CN(C)Cc1c[nH]c2nccnc12
18	CCc1nc2ccc(C(=O)N(C)Cc3ccccc3)cn2c1N(CC)Cc1cccc(Br)c1
-14	CCCn1c(N)c(C(=O)CSc2nnc(Cc3cccs3)n2C2CC2)c(=O)[nH]c1=O
-7	CC(=O)N[C@@H]1C=C[C@@H](CC(=O)NCc2ccc(Cl)cc2)O[C@@H]1CO
0	CCCNC(=O)c1cc(C2CCCCN2C(=O)OC)on1 (stereo unspecified)
36	CCc1nc2c(OCc3ccc(Cl)cc3Cl)cccn2c1N(C)C(=O)C(C)C
17	CC(C)CC1C(=O)N(Cc2cn(CC3CCCCC3)nn2)CCS(=O)(=O)N1Cc1ccc(-c2ccc(Cl)c(Cl)c2)cc1 (stereo unspecified)
-1	C[C@@H]1CN([C@H](C)CO)C(=O)CCCn2nncc2CO[C@@H]1CN(C)S(=O)(=O)c1ccc(-n2cccn2)cc1
9	CC(C)C[C@H]1CN([C@@H](Cc2ccccc2)CN2CCC[C@@H]2CN2C(=O)C(=O)NC[C@@H]2Cc2ccccc2)C(=O)C(=O)N1CCc1ccccc1
11	CN1CCN(c2ccc(CNC(=O)c3ccc(-c4ccc(F)c(F)c4)c4ccoc34)cc2)CC1
-3	CCNC(=O)C1(C)CCCN(Cc2ccc(-c3ccccc3)o2)C1 (stereo unspecified)
-3	COc1cccc(S(=O)(=O)N(C)C[C@@H]2OCc3cnnn3CCCC(=O)N([C@@H](C)CO)C[C@H]2C)c1
-5	COc1ccc([C@H]2N[C@]3(CCCN(Cc4ccccc4)C3=O)[C@H]3C(=O)N(Cc4ccccc4)C(=O)[C@@H]23)cc1
3	CCc1nc2c(OCCOc3ccc(F)cc3)cccn2c1N(C)C(=O)c1cccs1
26	CCN(CC)C(=O)Cn1cc(SCC(=O)NC2CCCCC2)c2ccccc21
-7	O=S1(=O)CC(N2CCN(CCO)CC2)CN1Cc1cn(Cc2cccc(Cl)c2)nn1 (stereo unspecified)
-6	COc1ccccc1CNC(=O)C[C@@H]1C[C@H]2c3cc(N(C)C)ccc3O[C@H]2[C@H](CO)O1
0	CC(C)(C)C1CCN2CCCC(c3ccccc3)(C1)C2=O (stereo unspecified)
1	O=[N+]([O-])c1nccn1CC(O)CO (stereo unspecified)
-3	COc1ccc(N2C(=O)c3ccccc3NC(=O)C2C(=O)NCCc2ccccc2F)cc1 (stereo unspecified)
-9	O=C(CSc1nc2ccc(F)cc2c(=O)n1-c1ccccc1)Nc1ccc2c(c1)CCC2
14	CC1(C(=O)Nc2cccc(Oc3ccccc3)c2)CCN1Cc1ccccc1OC(F)F (stereo unspecified)
-1	Cc1cccc(NC(=O)CSCC(=O)Nc2cc(C(F)(F)F)ccc2N2CCOCC2)c1
-1	CCOC(=O)C1(C)CCN1C(=O)c1ccccc1Br (stereo unspecified)
-3	O=C(NCCc1ccc(O)c(Br)c1)c1ccc(Br)o1
-5	Cc1ccc([C@H]2N[C@]3(CCCN(Cc4cccn4C)C3=O)[C@H]3C(=O)N(C)C(=O)[C@@H]23)cc1
-6	COc1ccc(OC)c(C=NN=Cc2cc(OC)ccc2OC)c1
-5	C[C@H]1COc2cc(N3CC[C@H](O)C3)ccc2S(=O)(=O)N1
-4	CCCc1c(-c2ccc(F)cc2F)ncn1Cc1cccc(-c2ccccc2)c1
-1	Cc1ccc(Cn2c(C)c(C(=O)NCC(C)C)sc2=O)cc1
-17	O=C1CC(=Nc2ccc([N+](=O)[O-])cc2)NN1c1c(Cl)cc(Cl)cc1Cl
-9	CCCCN(C=O)c1c(CC)nc2c(OCCC)cccn12
4	C=Cn1cc(CNC[C@H]2O[C@@H](n3cc(C)c(=O)[nH]c3=O)C[C@@H]2O)c(C)n1
3	COC(=O)C[C@@H]1CC[C@H](NC(=O)c2ccc3c(c2)OCO3)[C@@H](CO)O1
-3	C[C@@H]1CN([C@H](C)CO)C(=O)c2c(c3ccccc3n2C)-c2ccccc2CO[C@H]1CN(C)S(=O)(=O)c1cn(C)cn1
-2	O=C(NCc1ccc(F)cc1F)[C@@H]1CCCN1C(=O)[C@@H]1CCCN1C(=O)c1cccc2ccccc12
6	CC(CCC(=O)O)C1CCC2C3CCC4CC(O)CCC4(C)C3CC(O)C12C (stereo unspecified)
3	Cc1cccc(CNC(=O)Nc2nnc([C@H]3C[C@H](O)[C@@H](CO)O3)s2)c1

Next part:
EBI2 antag	Structure
28	c1ccc(COc2cccc(-c3cc4nc(NCc5ccc6c(c5)OCO6)ccn4n3)c2)cc1
6	COc1ccc(Cl)cc1-c1cc(C(=O)NCc2cccs2)[nH]n1
5	O=C(C[C@H]1CC[C@@H]2[C@H](COC[C@H](O)CN2Cc2cccc(C(F)(F)F)c2)O1)NCCc1ccccc1
-3	CN(C)c1ccc(CNC(=O)/C=C/[C@H]2O[C@@H](n3cnc4c(NC(=O)c5ccccc5)ncnc43)[C@H](O)[C@@H]2O)cc1
-6	CSCCC(NS(=O)(=O)Cc1ccccc1)C(=O)NNc1ccccc1 (stereo unspecified)
0	CCN(CC)c1ncnc2c1ncn2[C@H]1CN(C2CCCC2)C[C@@H](CO)O1
2	COc1ccc(-c2csc(C(C)(O)c3cccnc3)n2)cc1 (stereo unspecified)
38	C[C@@H]1CN([C@H](C)CO)C(=O)CCCn2nncc2CO[C@@H]1CN(C)S(=O)(=O)c1ccc(F)cc1
31	O=C1[C@H]2[C@@H](c3ccc(C(F)(F)F)cc3)N[C@]3(CCCN(Cc4ccc(Br)cc4)C3=O)[C@H]2C(=O)N1Cc1ccccc1
1	O=C(NC1CC1)c1cccc(-c2cncc3nccn23)c1
-12	COc1ccc(CCNC(=O)CCCn2c(=S)[nH]c3cc4c(cc3c2=O)OCO4)cc1OC
-7	COCCCN1C(=O)C(CC(=O)NCCN2CCOCC2)CC(C(=O)N2CCOCC2)=C1C (stereo unspecified)
6	CC1(C(=O)O)CCN1C(=O)c1cccnc1Oc1ccccc1 (stereo unspecified)
-5	COc1ccc(-c2cc3c(o2)CCCC3OCCN2CCOCC2)cc1 (stereo unspecified)
-10	CCCCCCN1CCN(C2CN(Cc3cn(Cc4ccc(Cl)cc4)nn3)S(=O)(=O)C2)CC1 (stereo unspecified)
12	CCOc1ccc(Cl)cc1-c1cc(C(=O)Nc2cc(OC)c(OC)c(OC)c2)[nH]n1
0	O=C(O)c1sccc1S(=O)(=O)N1CCCCC1
1	COc1cccc(N2CCN(C(=O)c3cccc(NC(=O)C4=C(C)OCCS4)c3)CC2)c1
-17	CC(=O)Nc1ccc(NC(=O)CSc2nnc(NC(=O)c3ccccc3F)s2)cc1
8	COCCNC(=O)C1(C)CCCN(Cc2cc(C)ccc2C)C1 (stereo unspecified)

Sorted by the number under EBI2 antag (rising): 5 of the compounds above.
EBI2 antag	Structure
-17	CC(=O)Nc1ccc(NC(=O)CSc2nnc(NC(=O)c3ccccc3F)s2)cc1
-12	COc1ccc(CCNC(=O)CCCn2c(=S)[nH]c3cc4c(cc3c2=O)OCO4)cc1OC
1	COc1cccc(N2CCN(C(=O)c3cccc(NC(=O)C4=C(C)OCCS4)c3)CC2)c1
6	CC1(C(=O)O)CCN1C(=O)c1cccnc1Oc1ccccc1 (stereo unspecified)
8	COCCNC(=O)C1(C)CCCN(Cc2cc(C)ccc2C)C1 (stereo unspecified)

Going on with the list.
EBI2 antag	Structure
-28	COc1cc(Cc2cc(OC)c(O)c(OC)c2)cc(OC)c1O
-10	OC(c1ccccc1)c1ccccc1CN1CCCNC1=S (stereo unspecified)
3	Cc1cccc(C)c1NC(=O)C1c2ccccc2OCC(=O)N1Cc1ccccc1 (stereo unspecified)
1	CCOC(=O)[C@]12CCC=C1N(Cc1ccc3c(c1)OCO3)C(=O)[C@H](CC(=O)NCCC(C)C)C2
10	C[C@@H]1CN([C@H](C)CO)S(=O)(=O)c2ccc(Br)cc2O[C@H]1CN(C)C(=O)Nc1ccc(F)cc1
0	CCOC(=O)C1(C)CCCN(C(=O)c2ccccc2OC(F)(F)F)C1 (stereo unspecified)
-18	OCC1OC(n2cnc3c(SCc4ccccc4)nc(NO)nc32)C(O)C1O (stereo unspecified)
-3	COc1ccc(CNC(=O)CC[C@H]2O[C@@H](n3cc(C)c(=O)[nH]c3=O)C[C@@H]2O)cc1
-16	COc1ccccc1CNc1nc(NCc2cccc(OC)c2OC)c2sccc2n1
-3	OC(c1ccc(Cl)c(F)c1)c1ncc(-c2ccc(F)cc2)[nH]1 (stereo unspecified)
-10	COc1cc(Cl)ccc1OC1(C)CCN(Cc2ccc(-c3ccccn3)cc2)C1 (stereo unspecified)
4	CCCc1c(-c2cccc(F)c2)ncn1Cc1ccccc1OC
25	CC(=O)Nc1cc(-c2ccccc2F)cn2c(-c3cccc(C(F)(F)F)c3)cnc12
0	O=C(NCc1cccnc1)c1cc(C2CCCCN2C(=O)c2ccc(Cl)cc2)on1 (stereo unspecified)
7	CCCS(=O)(=O)c1nc(S(=O)(=O)c2ccc(C)cc2)c(N2CCCCC2)s1
-4	CSc1ccccc1C(=O)OCC(=O)Nc1c(C)n(C)n(-c2ccccc2)c1=O
-3	CC(CN1CCN(CCOCCO)CC1)CN1c2ccccc2Sc2ccc(Cl)cc21 (stereo unspecified)
-9	COc1cc(-c2cnc3c(NC=O)cc(-c4ccc(C)cc4)cn23)cc(OC)c1OC
10	Cc1cccc(COC[C@H](Cc2ccccc2)N2CCN(C(=O)c3cc(Cl)cc(Cl)c3)CCC2=O)c1

Some of the compounds tested, so the mix of outcomes need not match the whole.
